Screening data deposited in PubChem BioAssay by several laboratories.
rCAG binder: binders of r(CAG) RNA repeats, primary screen, biochemical, fluorescence. r(CAG) RNA repeat, TO-PRO-1 dye displacement fluorescence. 370,000 tested, 1.3% active. AID 651821, 2012. inhibition, % at 3 µM;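 active = inhibition above the plate cutoff, the mean of all test compounds on that plate plus 3 SD, cut at about 35% in these data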;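 also: 0% = DMSO alone and 100% = 100 µM mitoxantrone as full dye displacement; higher means more dye released from RNA so lower well fluorescence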
SIAE inh: human SIAE inhibitors, primary screen, biochemical, fluorescence polarization, FP-Rh probe, 1536-well HTS; Sialate O-acetylesterase (Homo sapiens), Q9HAT2; SIAE FP-Rh probe binding; inhibition, % at 9.66 µM; 370,000 tested, 0.69% active; AID 1053197, 2014;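 active = inhibition above a cutoff: mean of compounds within the control limits plus 3 SD of those, cut at about 17% in these data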;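 also: 0% = plate median of compound wells and 100% = probe without SIAE protein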
HTRA1 inhibitor: HTRA1 serine protease inhibitors, primary screen, biochemical, fluorescence polarization, HTS; AID 504803, 2011; inhibition, % at 5.96 µM; recombinant HTRA1, FP-rhodamine activity-based probe; 340,000 tested, 0.5% active; in the data active = inhibition above about 36%;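 also: 0% = enzyme with DMSO and 100% = wells lacking enzyme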
Target sequence (Q92743 whole entry, looked up): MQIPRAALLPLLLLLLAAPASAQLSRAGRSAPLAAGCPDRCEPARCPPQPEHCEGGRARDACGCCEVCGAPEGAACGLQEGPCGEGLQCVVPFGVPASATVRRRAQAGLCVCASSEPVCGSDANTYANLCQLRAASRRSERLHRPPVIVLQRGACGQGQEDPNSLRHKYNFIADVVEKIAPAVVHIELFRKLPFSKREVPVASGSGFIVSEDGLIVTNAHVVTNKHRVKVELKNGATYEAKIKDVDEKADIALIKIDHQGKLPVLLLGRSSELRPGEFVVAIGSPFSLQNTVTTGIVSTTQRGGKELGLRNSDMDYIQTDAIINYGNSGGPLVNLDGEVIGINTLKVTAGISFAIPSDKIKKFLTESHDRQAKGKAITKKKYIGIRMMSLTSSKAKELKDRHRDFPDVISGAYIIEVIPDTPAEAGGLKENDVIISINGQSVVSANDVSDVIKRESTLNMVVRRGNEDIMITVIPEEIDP
TCR-CD3 inh: inhibitors of human TCR-CD3 interaction, primary screen, biochemical, fluorescence, TAMRA-labeled TCR probe | T-cell receptor (TCR) | inhibition, % at 9.4 µM | 360,000 tested, 0.37% active | AID 651800, 2012; in the data active = inhibition above about 19%;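 also: recombinant mutant TCR 2C K166C tagged with TAMRA read by polarization; 0% = receptor in buffer alone and 100% = receptor with positive control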
MBD2 DNA inh: inhibitors of MBD2 binding to methylated DNA, primary screen, biochemical, TR-FRET, DNA-binding domain, human; MBD2 binding to methylated oligonucleotide; inhibition, % at 4.4 µM; 370,000 tested, 0.31% active; Methyl-CpG-binding domain protein 2 (Homo sapiens), Q9UBB5; in the data active = inhibition above about 13%
PRMT1 FP inh: PRMT1 methyltransferase inhibitors, primary screen, biochemical, fluorescence polarization | Protein arginine N-methyltransferase 1 (Homo sapiens), Q99873 | AID 652257, 2013 | recombinant PRMT1, activity-based probe fluorescence polarization | 370,000 tested, 1.3% active | inhibition, % at 2.79 µM;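 active = inhibition above about 21% made by adding two undisclosed values, limit read from the data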
NPR2 activator: human GC-B receptor activators, primary screen, HEK293 GC-B cells, cGMP TR-FRET, EC30 CNP | Atrial natriuretic peptide receptor 2 (Homo sapiens), P20594 | 0% at EC30 CNP, 100% saturating CNP | activation, % at 10 µM | 370,000 tested, 0.11% active | AID 1920062, 2024;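 active = activation at 10 µM reaching about 35% in either raw or pattern-adjusted values, limit read from the data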
LEDGF integ inh: blockers of LEDGF/p75-dependent integrase strand transfer – biochemical, TR-FRET, high throughput, primary screen | inhibition, % at 3.7 µM | AID 743269, 2014 | 370,000 tested, 0.64% active | HIV-1 integrase (with human LEDGF/p75) | TR-FRET IN-LEDGF/p75 DNA integration, Eu/Cy5;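 active = inhibition above the screen-wide mean plus 3 SD, cut at about 13% in these data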;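 also: signal is the Cy5 over europium emission ratio at 671 and 618 nm; 0% = plate median of compound wells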
ABHD4 inh: ABHD4 inhibitors, primary screen, biochemical, fluorescence polarization, mouse | (Lyso)-N-acylphosphatidylethanolamine lipase (Mus musculus), Q8VD66 | purified mABHD4, FP-Rh probe fluorescence polarization | inhibition, % at 8.92 µM | 370,000 tested, 0.54% active | AID 720543, 2013;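 active = inhibition exceeding the mean over every tested compound plus 3 SD, cut at about 30% in these data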;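 also: 0% = plate median of compound wells and 100% = S159A mutant with DMSO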
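Test system: mABHD4 protein; Read-out basis: % inhibition; Incubation: 45 min + 60 min at 25 °C; Repeats: single replicate; Technique: fluorescence polarization with parallel and perpendicular emission, 525/598 nm; Compound: 8.92 µM, single dose; Benchmarks: full inhibition S159A mutant plus DMSO, zero as sample-well median.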
TDP2 absorb: human TDP2 enzyme inhibitors, primary screen, biochemical, epi absorbance, recombinant enzyme; inhibition, % at 12.8 µM; T5PNP hydrolysis, p-nitrophenol absorbance 415 nm; AID 720702, 2013; 370,000 tested, 0.34% active;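 active = inhibition above the mean of all tested compounds plus 3 SD, set per campaign, cut at about 25% in these data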;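 also: 0% = DMSO with enzyme and 100% = buffer with substrate but no TDP2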
Target sequence (O95551 whole entry, looked up): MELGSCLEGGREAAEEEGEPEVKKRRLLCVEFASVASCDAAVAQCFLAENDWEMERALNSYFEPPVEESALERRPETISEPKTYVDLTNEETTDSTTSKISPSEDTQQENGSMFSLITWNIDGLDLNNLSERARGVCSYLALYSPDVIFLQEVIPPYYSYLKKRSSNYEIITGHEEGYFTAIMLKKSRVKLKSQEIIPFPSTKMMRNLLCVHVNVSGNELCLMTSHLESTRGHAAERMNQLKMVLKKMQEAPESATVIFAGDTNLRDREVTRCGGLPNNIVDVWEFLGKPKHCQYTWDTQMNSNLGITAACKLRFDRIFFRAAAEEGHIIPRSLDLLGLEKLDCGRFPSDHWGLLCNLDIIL
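Incubation: 2 h at 37 °C; Test system: recombinant human TDP2; Quantity: enzyme 120 nM; Read-out basis: percent inhibition; Medium: 50 mM Tris-HCl pH 7.5 with Mg2+, KCl, DTT, BSA; Repeats: single replicate; Compound: 12.8 µM single point, 1% DMSO; Signal: epi absorbance; Reagent: 5 mM T5PNP chromogenic substrate; Benchmarks: no-enzyme high, DMSO-plus-enzyme low.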
* hit, by the source's call; nt = not tested or not shown; & = joins results of further samples; ! = repeats disagree. A portion of the library; the hit share may differ from the screen's.

cpd	mol	rCAG binder	SIAE inh	HTRA1 inhibitor	TCR-CD3 inh	MBD2 DNA inh
1	Cc1ccc(NC(=O)CN(c2ccc(C)cc2)S(=O)(=O)c2cccc3nonc23)cc1	2	-8	-35	2	0
2	O=C(NCc1ccccc1)c1ccc(OCC2CCCO2)cc1 (centres undefined)	-1	2	1	0	-2
3	CCOC(=O)Cc1csc(NC(=O)COc2ccc3ccccc3c2)n1	1	-4	-33	9	-1
4	COc1cc(CC(=O)N(C)CC(=O)Nc2ccc(Cl)c(C(F)(F)F)c2)cc(OC)c1OC	-1	2	-10	-3	5
5	Cc1ccc(C(=O)COc2cccc(NC(=O)c3ccco3)c2)cc1	0	-7	-16	7	-1
6	CC(Sc1nc2c([nH]c3ccccc32)c(=O)n1C)c1ccccc1 (centres undefined)	4	5	0	-1	8
7	CC(=O)c1ccc(S(=O)(=O)N2CCC(Oc3ccc(-n4cnnn4)cc3)CC2)cc1	0	3	5	9	2
8	CCOC(=O)c1[nH]c2ccc(Cl)cc2c1-c1ccccc1	4	-1	-21	-4	-4
9	CCOc1ccc(CCNS(=O)(=O)c2cn(C)cn2)cc1OCC	-1	-2	4	-9	5
10	Nc1ncnc2nc(SCCc3ccccc3)[nH]c12	2	2	12	-5	-1
11	Cc1cnc(NC(=O)CN2C(=O)C3CC=CCC3C2=O)s1 (centres undefined)	2	-8	-1	-2	-1
12	O=C(COc1ccc2ccccc2c1)N1c2ccccc2Sc2ccccc21	5	-1	-16	-1	2

cpd	PRMT1 FP inh	NPR2 activator	LEDGF integ inh	ABHD4 inh	TDP2 absorb
1	-3	7	2	-17	-7
2	-1	4	2	-1	-1
3	0	-3	3	-9	3
4	1	-6	0	6	5
5	-3	0	1	-11	-5
6	5	5	-1	11	4
7	-3	-2	2	-4	-1
8	1	nt	1	-6	1
9	4	4	-3	-6	-13
10	1	-4	4	-1	-1
11	3	2	-3	1	16
12	-2	-2	0	-18	12

Next results follow:
cpd	mol	rCAG binder	SIAE inh	HTRA1 inhibitor	TCR-CD3 inh	MBD2 DNA inh
13	COc1ccc(C(=O)CN2C(=O)c3ccccc3S2(=O)=O)cc1Br	15	-14	-25	-7	0
14	COc1cccc(NC(=O)C2CCN(c3ncccn3)CC2)c1	-1	0	-2	4	-2
15	Cc1ccsc1/C=N\NC(=O)c1ccc2c(c1)OCO2	5	1	0	-3	-2
16	Cc1nn(CC(=O)NCCN2CCOCC2)c(=O)c2ccccc12	0	0	2	-3	-1
17	Cc1cccc2sc(N(CCN(C)C)C(=O)C3CCN(S(=O)(=O)c4cccs4)CC3)nc12	-2	1	-16	7	1
18	Cc1ccc(N2C(=O)CC(N3CCN(c4ccc(F)cc4)CC3)C2=O)c(C)c1 (centres undefined)	1	0	6	1	1
19	O=C1NC(=Nc2cccc(O)c2)S/C1=C\c1cccnc1	5	-17	2	2	3
20	Cc1ccc(-c2noc(-c3ccccc3C(=O)N3CCOCC3)n2)cc1	-3	-3	-2	-1	-4
21	Cn1c(SCC(N)=O)nnc1-c1ccc(C(C)(C)C)cc1	0	1	-9	1	6
22	C#CCNC(=O)C1=C[C@H](C2CCCCC2)[C@@H](CCCO)[C@H](OCC)O1	-5	3	-7	1	-3
23	Cc1ccccc1N1CCN(C(=O)c2ccc(Oc3ccc(C(F)(F)F)cn3)cc2)CC1	-3	0	-25	-10	1
24	COc1ccc(CC(N)c2csc(NC(=O)CCc3ccccc3)n2)cc1 (centres undefined)	11	-1	nt	-4	-6

cpd	PRMT1 FP inh	NPR2 activator	LEDGF integ inh	ABHD4 inh	TDP2 absorb
13	0	7	3	-4	-6
14	2	4	2	-7	-17
15	1	3	-2	2	-8
16	0	-3	-2	0	6
17	0	-11	2	9	20
18	7	0	3	4	-19
19	0	-4	6	-11	-3
20	2	1	-1	5	-10
21	-4	3	-3	-1	-5
22	-3	-1	-2	-1	13
23	3	4	-4	1	-9
24	-5	3	6	-7	-8

Additional entries:
cpd	mol	rCAG binder	SIAE inh	HTRA1 inhibitor	TCR-CD3 inh	MBD2 DNA inh
25	CCOC(=O)CSc1nnc2n1C(C)(C)Cc1ccccc1-2	-3	5	2	-3	-3
26	CC(C)CN(C(=O)Cn1c(C(F)(F)F)nc2ccccc21)C1CCS(=O)(=O)C1 (centres undefined)	1	4	-4	9	-4
27	CCCCNc1c(-c2ccc(OC)c(SC(C)CC)c2)nc2cc(C)ccn12 (centres undefined)	-4&3	18*!	9	-6&-3	-2&8
28	COCCn1c(SCC(=O)NNC(=O)c2ccccc2)nc2ccccc21	2	10	7	-6	-2
29	O=C(CSc1nnc(-c2ccc(F)cc2)o1)NC1CCCCC1	-4	-4	1	-5	4
30	O=C(COC(=O)Cc1n[nH]c(=O)c2ccccc12)Nc1c(Cl)cccc1C(F)(F)F	-3	-3	0	6	3
31	NC(=O)c1cc(Cl)cn(-c2ccccc2)c1=O	0	5	6	2	-2
32	O=C(NC1CCN(c2ncccn2)CC1)c1ccccc1F	1	-4	3	-1	7
33	CCOC(=O)C1=C(C)NC(=O)NC1c1cccc(OC)c1OCc1ccccc1Cl (centres undefined)	-2	-4	-3	3	3
34	COC(=O)C1=C2SC(C)C(=O)N2C(N)=C(C#N)C1c1cc(OC)c(OC)c(OC)c1 (centres undefined)	14	-1	4	-7	7
35	O=C(Nc1ccc(Cl)cn1)Nc1ccccc1F	3	-8	-6	5	1
36	COc1ccc2c(c1OC)C(=O)OC2Nc1ccc(S(=O)(=O)N=C(N)N)cc1 (centres undefined)	-1	6	1	3	2

cpd	PRMT1 FP inh	NPR2 activator	LEDGF integ inh	ABHD4 inh	TDP2 absorb
25	2	-2	-1	1	-3
26	-3	0	3	-6	-1
27	5&10	6&1	-1&-1	44*	-6&-14
28	-3	1	5	0	1
29	4	2	-4	1	4
30	-2	-4	2	-3	1
31	-3	4	-2	-1	13
32	3	8	5	-9	-8
33	0	6	-2	6	-6
34	31*	2	-1	-9	-2
35	-2	0	1	0	-6
36	-2	3	0	1	7

(list continues)
cpd	mol	rCAG binder	SIAE inh	HTRA1 inhibitor	TCR-CD3 inh	MBD2 DNA inh
37	O=C(O)c1ccc(NC(=O)c2cn(-c3ccccc3)nc2-c2cccc(Cl)c2)cc1	36*	-25	-77	5	3
38	CSCCC1NC(=O)N(CC(=O)N2N=C(c3ccc(Cl)cc3)CC2c2ccco2)C1=O (centres undefined)	-4	-6	-16	4	2
39	Cc1nnc(SCC(=O)N2CCCc3ccccc32)[nH]c1=O	2	3	-1	3	4
40	CC(C)CN(CC(C)C)S(=O)(=O)N1CCC(C(=O)NCCc2ccc(Cl)cc2)CC1	-5	-4	-6	4	-2
41	Cc1ccc(S(=O)(=O)c2nnn3c2nc(N2CCC(C(N)=O)CC2)c2ccccc23)cc1C	4	-26	-13	7	1
42	Cc1cccc(CCN(C(=O)c2snc(C(N)=O)c2N)C(C(=O)NCC2CCCO2)c2ccc(F)cc2)c1 (centres undefined)	1	-6	-16	2	-3
43	CCCCCCOC(=O)Cc1c(C)nc(N)[nH]c1=O	5	6	0	3	-1
44	COc1ccc(S(N)(=O)=O)cc1C(=O)N(C)CC(=O)Nc1ccc(N2CCOCC2)cc1	-4	7	3	3	1
45	O=C(CSc1nnc(SCc2cccc3ccccc23)s1)N/N=C/C=C/c1ccccc1[N+](=O)[O-]	13	5	-26	8	-4
46	COCC(=O)N(CCc1ccc(OC)c(OC)c1)Cc1cc2cc(C)ccc2nc1Cl	-9	3	-5	10	-2
47	Fc1ccccc1/C=C/c1ccc2ccccc2n1	7	-10	-27	-4	-2
48	O=C1Nc2ccccc2/C1=C/C(=O)c1cccs1	10	2	-2	9	-1
49	CCCC(C)n1[nH]c(=O)cc1N (centres undefined)	-4	4	-5	-5	2
50	Cc1sc2nc(-c3ccccc3F)oc(=O)c2c1C	3	0	-33	8	-2
51	COc1cc2c(cc1OC)CN(C(=O)COc1ccccc1[N+](=O)[O-])CC2	-5	1	1	-9	2

cpd	PRMT1 FP inh	NPR2 activator	LEDGF integ inh	ABHD4 inh	TDP2 absorb
37	-5	1	5	-61	2
38	4	-3	-3	0	5
39	-2	3	1	-4	-2
40	-1	-3	-2	4	-2
41	-2	-2	4	2	14
42	0	-7	2	2	6
43	-4	1	0	-9	5
44	0	3	3	2	0
45	-1	3	-3	-10	-5
46	0	1	-1	-2	3
47	-3	5	-1	-10	-1
48	9	4	-1	4	1
49	3	-5	0	0	3
50	1	-12	0	4	4
51	2	1	-5	4	3
